From PubChem
Lipid storage S3: qHTS Assay for Lipid Storage Modulators in Drosophila S3 Cells; Drosophila S3 cells, BODIPY lipid droplet fluorescence, 18-24 h; cells fed with added oleic acid; lipid storage change, negative = inhibition, % at the top dose, mostly 46.1 µM; hits show Potency in µM; 320,000 tested, 0.64% active; AID 2685; active means well fitted inhibition curve with a large enough effect in the signal ratio, with a control signal flat, not every such curve was filed as active; inconclusive means small, poorly fitted or top-dose-only effect, or effect the other way, or a change in a side signal; the % refers to the signal ratio
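Laser-scanning cytometry quantifies lipid droplet accumulation (500–530 nm total intensity; droplet/cell object ratio) in oleic acid-fed (400 uM added) Drosophila S3 cells treated with a concentration series. 20 uM Triacsin C defined 100% inhibition.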
Lipid storage S3 cell count max: further read-out of Lipid storage S3, marked with its call; cell number change, %; measured here: cell count max response;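 cells counted by Cell Tracker Red CMTPX staining in the red channel; peak over a dose series mostly up to 46.1 µM; percent activity relative to internal control wells on each plate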
Starred values were filed as active, the others as inactive; i = inactive; ? = inconclusive; . = not tested or not shown; [ ] = another dose, or the depositor's remark. On the % scale 0 is the no-effect control and ±100 the full control effect; potency means the concentration at half of the fitted maximal effect.

Lipid storage S3 | Lipid storage S3 cell count max | SMILES
? | . | NC(CSCc1ccccc1Cl)C(=O)O (centres undefined)
-29% | 17 | O=C(Cc1nc2ccccc2[nH]c1=O)c1ccc(Cl)cc1
1% | 8 | Cc1ccc(NC(=O)c2cc3cc(OC(F)(F)F)ccc3[nH]2)cc1
4% | 1 | CCCn1c(-c2ccc[nH]c2=O)nc2ccccc21
? | . | Cc1noc(/C=C/c2ccco2)c1S(=O)(=O)N1CCC(C(=O)N2CCc3ccccc32)CC1
i | . | N/C(=N\N=C\c1ccnc2ccccc12)SC1CC(=O)N(c2ccc(Br)cc2)C1=O (centres undefined)
-7% | -4 | COc1ccc(C2=NN(CN3C(=O)C(=O)c4ccccc43)C(c3ccc(OC)cc3)C2)cc1 (centres undefined)
-15% | -11 | N#Cc1cc(C#N)c(N2CCN(c3cccc(Cl)n3)CC2)nc1N
? | . | Cc1ccc(NC(=O)NC(=O)c2cnccc2C(F)(F)F)c(C)c1
? | . | COCCN(CCOC)S(=O)(=O)c1ccc(C(=O)Nc2nc3c(s2)CCc2ccccc2-3)cc1
7% | 12 | CCOCCOC(=O)COc1ccc2c(=O)c(Oc3ccc(OC)cc3)coc2c1
-4% | -14 | CCCc1nc(SCC(=O)N2CCc3ccccc3C2)c2ccccc2n1
2% | 8 | Cc1cccc(C(=O)N[C@H](C(=O)Nc2ccc(C)c(S(=O)(=O)N(C)C)c2)C(C)C)c1
? | . | CC1CCCN(C(=O)C2(NC(=O)Nc3cccc(F)c3)CCCCC2)C1 (centres undefined)
? | . | CCn1c2ccccc2c2cc(NC(=O)COC(=O)Cc3cn4ccsc4n3)ccc21
? | . | CSc1ccccc1C(=O)Nc1ccc(C)cc1C

Some of these compounds in order of molar mass, ascending:
Lipid storage S3 | Lipid storage S3 cell count max | SMILES
? | . | CSc1ccccc1C(=O)Nc1ccc(C)cc1C
? | . | CC1CCCN(C(=O)C2(NC(=O)Nc3cccc(F)c3)CCCCC2)C1 (centres undefined)
2% | 8 | Cc1cccc(C(=O)N[C@H](C(=O)Nc2ccc(C)c(S(=O)(=O)N(C)C)c2)C(C)C)c1

Going on with the list:
Lipid storage S3 | Lipid storage S3 cell count max | SMILES
12% | -1 | COc1ccc(N2CCN(C(=O)CSc3nnc(-c4cccnc4)n3-c3ccc(F)cc3)CC2)cc1
-5% | -2 | CC(Sc1nc2sc3c(c2c(=O)n1-c1ccccc1)CCCC3)C(=O)O (centres undefined)
? | . | O=C(CSc1cc(Cl)ccc1Cl)NC1CCCc2ccccc21 (centres undefined)
? | . | O=C1CN(c2nc(-c3cccnc3)nc3sc4c(c23)CCCC4)CCN1
? | . | CN1CCN(CCCNC(=O)c2ccc3c(c2)N(Cc2ccc(F)cc2)CCS3)CC1
? | . | CCOC(=O)/C(C#N)=C/c1c(N2CCN(c3cccc(Cl)c3)CC2)nc2c(C)cccn2c1=O
-10% | . | O=[N+]([O-])c1cc(Cl)cc2c1nc(NCCO)c1ccccc12
? | . | CCOC(=O)CC1NCCc2c1[nH]c1ccc(OC)cc21 (centres undefined)
? | . | O=C(COc1cc(Cl)c(Cl)cc1Cl)Nc1cccc(O)c1
i | -6 | CC(=O)N1CCOc2cc(S(=O)(=O)NCc3ccc(F)cc3)c(C)cc21
? | . | COc1ccccc1NC(=O)CCN1C(=O)/C(=C\c2cc(OC)c(OC)c(OC)c2)SC1=S
? | . | CC(=O)N1CCN(CCN=CC2=C(O)CC(C)(C)CC2=O)CC1
? | . | CCOC(=O)N1CCC(NC(=O)C(CC(C)C)NC(=O)C2CCC(C)CC2)CC1 (centres undefined)
23% | 22 | NNc1nc(-c2ccccc2)c2cc(Cl)ccc2n1
? | . | COc1ccc2c(c1OC)C(=O)OC2Nc1nc(-c2ccccc2)cs1 (centres undefined)
? | . | O=C(Nc1ccccc1)c1cccnc1N1CCCC1
2% | 11 | O=C(Cc1ccccc1)Oc1coc(CSc2ncccn2)cc1=O
-2% | -13 | Cc1ccc(C)c(S(=O)(=O)NCc2cccnc2)c1
? | . | O=C1CN(Cc2nc3cc(Cl)ccc3c(=O)[nH]2)CCN1
0% | -2 | COc1ccccc1NC(=O)c1ccc(NC(=O)COC(=O)CCC2CCCC2)cc1
23µM* | 9.9* | Cn1c(SCC(=O)Nc2ccc(Cl)cc2F)nnc1-c1ccco1
i | . | COc1cccc(NC(=O)c2oc3ccccc3c2NC(=O)C(C)(C)C)c1
? | . | COc1ccccc1NC(=O)c1ccc(NC(=O)COC(=O)CC(NC(=O)c2ccccc2Cl)c2ccccc2)cc1 (centres undefined)
-21% | -2 | CC(=O)c1c(-c2ccccc2)c2cc(Cl)ccc2n(C)c1=O

Laid out differently: entries from further up
Under each structure – Lipid storage S3	Lipid storage S3 cell count max
> O=C(COc1cc(Cl)c(Cl)cc1Cl)Nc1cccc(O)c1
  ?	.
> O=[N+]([O-])c1cc(Cl)cc2c1nc(NCCO)c1ccccc12
  -10%	.
> O=C(CSc1cc(Cl)ccc1Cl)NC1CCCc2ccccc21 (centres undefined)
  ?	.

Other records.
Lipid storage S3 | Lipid storage S3 cell count max | SMILES
? | . | C=C(C)CNC(=S)NN=C1c2ccccc2-c2ccccc21
20% | 17 | O=C(N/N=C/c1ccsc1)c1ccc2c(c1)OCO2
15% | -12 | Cc1ccc(NC(=O)C2CCN(S(=O)(=O)c3cccc4nonc34)CC2)nc1
? | . | O=C1C(Nc2cccc(O)c2)=C(N2CCCCC2)C(=O)c2ccccc21
? | . | CCc1noc(C)c1C(=O)OCC(=O)NC(=O)c1ccccc1
? | . | Fc1ccccc1Cc1nnc2n1N=C(c1ccc(Cl)cc1)CS2
i | . | O=C(NCCCN1CCOCC1)C1CCCN(S(=O)(=O)N2CCCCC2)C1 (centres undefined)
-3% | 23 | CCN(CC)CC(=O)Nc1c(C#N)cnn1-c1ccccc1

Individual results from the list.
CCCc1nc(SCC(=O)N2CCc3ccccc3C2)c2ccccc2n1 – Lipid storage S3 cell count max = -14
O=C(Cc1nc2ccccc2[nH]c1=O)c1ccc(Cl)cc1 – Lipid storage S3 = -29%

Additional compounds follow.
Lipid storage S3 | Lipid storage S3 cell count max | SMILES
? | . | O=C1CSC(=Nc2ccc(Cl)cc2)N1Cc1cccnc1
? | . | O=C(N/N=C/c1ccccc1)c1ccc(CN2C(=O)c3cccc4cccc2c34)cc1
? | . | CC(Oc1ccc(Cl)cc1)c1ccnc(N)n1 (centres undefined)
0% | 25 | CN(C(=O)COC(=O)c1ccc(Cl)c(N)c1)c1ccccc1
i | . | Cc1cc(C)n2ncc(C(=O)Nc3ccc4c(c3)OCO4)c2n1
1% | -3 | Cn1c(C(=O)NCCCN2CCOCC2)cc2c(=O)n(C)c3ccccc3c21
? | . | CC(=O)c1sc(N2CCOCC2)nc1-c1ccccc1
17% | 5 | CCc1ccc(OCC(O)CN2CCN(c3ccccn3)CC2)cc1 (centres undefined)
14% | 3 | CC(C)CCn1cnc2c(cnn2-c2ccc(F)cc2)c1=O
? | . | CCOC(=O)C(NCc1ccccc1OC)(NC(C)=O)C(F)(F)F (centres undefined)
-8% | -2 | CC1=NN(C(N)=S)C(=O)C1N=Nc1c(Br)cc(Br)cc1Br (centres undefined)
? | . | CCCCN(CC)Cc1ccc(CNC(=O)Nc2ccccc2)o1
? | . | COc1ccc(CC(=O)OCC(=O)N(CC(C)C)c2c(N)n(Cc3ccccc3)c(=O)[nH]c2=O)cc1
0% | 12 | COCCN1C=C2C(=O)C(C)(OC(=O)C3CCCC3)C(=O)C(c3ccccc3)=C2C=C1CCCC(=O)OC (centres undefined)
? | . | CCc1nnc(SC(C)C(=O)Nc2nccs2)n1C (centres undefined)
i | . | COC(=O)c1ccc(CSc2nnc(Nc3ccc(C)cc3)s2)o1
? | . | O=C(c1ccco1)[C@@H]1[C@@H]2C(=O)N(c3ccccc3)C(=O)[C@@H]2C2c3ccccc3C=CN21 (some centres undefined)
0% | -5 | COc1ccc(N(CC(=O)Nc2cccc(C)c2)S(=O)(=O)c2c(C)n[nH]c2C)cc1
6% | 8 | NS(=O)(=O)c1ccc(N2CCCCCC2)c([N+](=O)[O-])c1
1% | -15 | Cc1ccc(C(=O)c2cc3ccccc3o2)cc1
? | . | COCCNc1nnc(SCC(=O)NC(=O)c2ccccc2OC)s1
19% | 6 | COC(=O)CCC(=O)c1oc2ccccc2c1N
-5% | -16 | Cc1ccccc1-c1nc(CS(=O)CC(=O)NCCN2CCOCC2)c(C)o1 (centres undefined)
? | . | CN(Cc1ccc(C(C)(C)C)cc1)C(=O)C1CSC2(C)CCC(=O)N12 (centres undefined)
? | . | CCOc1ccc(-c2c[n+]3c(n2-c2ccccc2)CCCCC3)cc1
18% | 8 | O=[N+]([O-])c1ccc(Sc2n[nH]c(-c3ccco3)n2)nc1
-1% | 4 | Cc1nn(-c2ccccc2)c(N)c1Sc1ccccc1[N+](=O)[O-]
24% | -20 | COc1ccc(S(=O)(=O)N2CCOC2CNC(=O)C(=O)NCC(C)C)cc1 (centres undefined)
? | . | O=S(=O)(Nc1ccc2cn[nH]c2c1)c1ccccc1
? | . | CN(C)c1cccc(C(=O)NCc2ccccc2)c1
i | -5 | CCOCCCNC(=O)CN1C(=O)c2cccc3cccc1c23
? | . | O=C(NC(=S)Nc1cccc2c(O)cccc12)c1cccc(Br)c1
? | . | CC(=O)c1ccc(S(=O)(=O)Nc2c(C)nn(C)c2C)cc1
? | . | Cc1coc2cc3oc(=O)c(CCC(=O)NCCCN4CCOCC4)c(C)c3cc12
-26%[9.22 µM] | . | Cc1ccc(OCCCCNC2CCCC(C)C2C)c(C)c1 (centres undefined)
2% | 9 | CN1CCN(c2nc3ccccn3c(=O)c2/C=C(\C#N)S(=O)(=O)c2ccc(Cl)cc2)CC1
? | . | CC1CN(Cc2cc(=O)[nH]c(C(C)C)n2)CC(C)O1 (centres undefined)
-14% | -14 | CC1=NCCN1S(=O)(=O)c1cc(Cl)ccc1Cl
3% | -8 | COc1ccc(S(=O)(=O)N2CCCCC2)cc1NC(=O)c1ccc(Cl)nc1
i | . | CCOCc1cnc(C)nc1NCC(=O)c1c(C)[nH]c2ccc(OC)cc12
? | . | CC1(NC(=O)CCc2ccccc2)CCN(CCCc2ccccc2)C1=O (centres undefined)
8% | . | O=C(O)C1CCN(c2c([N+](=O)[O-])cc(C(F)(F)F)cc2[N+](=O)[O-])CC1
1% | 13 | COc1cccc(N2C(=O)Nc3ccc(Br)cc3C2(O)C(=O)NCCN(C)C)c1 (centres undefined)
? | . | O=C(COc1ccccc1)Nc1nnc(-c2ccc(F)cc2)o1
? | . | CCOc1ccc(C2c3c(oc4ccccc4c3=O)C(=O)N2c2ccc(C)cn2)cc1OC (centres undefined)
17% | 2 | Cc1cc(Oc2ccc(N)cn2)cc(C)c1Cl
? | . | O=C1NCCN/C1=C\C(=O)c1ccc(Br)cc1
? | . | CC1CCC2C(=O)N(c3ccc(NC4CCN(Cc5ccccc5)CC4)c([N+](=O)[O-])c3)C(=O)C2C1 (centres undefined)
? | . | CCc1cc2c(=O)c(-c3ccc(F)cc3)c(C(F)(F)F)oc2cc1OCC(=O)O
? | . | COc1ccc(S(=O)(=O)N2CCOCC2)cc1C(=O)N(C)CCOc1ccc(Cl)cc1
0% | 2 | COc1ccc(C(=O)OCC(=O)Nc2ccc(F)c(F)c2F)cc1OC
? | . | COCCN1CC(CNC(=O)c2cc(COc3ccccc3SC)on2)CC1=O (centres undefined)
i | . | COC(=O)c1ccc(-n2c(C)ccc2-c2ccccc2)cc1
? | . | O=C(N/N=C/C=C/c1ccccc1)C1CC1(c1ccccc1)c1ccccc1 (centres undefined)
? | . | CCCC1=C(C(=O)OCC)C(c2ccc(N(C)C)cc2)n2ncnc2N1 (centres undefined)
-19% | -4 | O=C(O)c1cc(S(=O)(=O)N(Cc2ccccc2)c2ccccc2Cl)ccc1Cl

Continuation.
Lipid storage S3 | Lipid storage S3 cell count max | SMILES
? | . | CCOc1ccc(S(=O)(=O)N2CCCC(C(=O)NCc3ccccc3)C2)cc1 (centres undefined)
i | 14 | CSCCC(NC(=O)COc1ccccc1)C(=O)OCCOc1ccc(Br)cc1 (centres undefined)
4% | -10 | O=C(O)C1CC=CCC1C(=O)Nc1cc(Cl)ccc1Cl (centres undefined)
-4% | -2 | CC1Cc2ccccc2N1CC(=O)NC(c1ccccc1)c1ccccc1 (centres undefined)
4% | 5 | CN(C)c1ccc(C(=O)NN2C(=O)c3ccccc3C2=O)cc1
? | . | Nc1[nH]c(N=NC(=O)c2ccccc2)c2ccccc12
? | . | COCCn1c(=NC(=O)c2cc(Cl)sc2Cl)sc2cc(S(N)(=O)=O)ccc21
-2% | 0 | Cc1cccc(-c2nc3ccccc3c(=O)n2NC(=O)Cc2ccc(Cl)cc2)c1
? | . | CCOC(=O)c1ccccc1NC(=O)CN1C(=O)c2ccccc2S1(=O)=O
? | . | CS(=O)(=O)NNC(=O)CN1C(=O)C2C3C=CC(C3)C2C1=O (centres undefined)
? | . | CCOc1ccccc1NC(=O)CSc1nnc(CNC(=O)c2ccccc2F)o1
? | . | CCN(Cc1ccccc1)C(=O)CN1C(=O)NC(CC)(c2ccc(F)cc2)C1=O (centres undefined)
i | 8 | CCN(Cc1nc(-c2ccc(OC)cc2)no1)C(=O)c1ccc2c(c1)OCO2
? | . | Cc1cccn2c(=O)c3cc(C#N)c(=O)n(-c4c(C)n(C)n(-c5ccccc5)c4=O)c3nc12
i | -13 | COc1ccc(C(=O)OCC(=O)NCc2ccco2)cc1S(=O)(=O)N1CCN(c2cccc(Cl)c2)CC1
i | . | O=C(CSc1nc2cc(S(=O)(=O)N3CCOCC3)ccc2o1)NC1CCCc2ccccc21 (centres undefined)
-20% | 4 | CCOC(=O)C1CCN(C(=O)CS(=O)(=O)Cc2nc(-c3ccccc3Cl)oc2C)CC1
? | . | O=C(CSc1nc2ccccc2n1Cc1ccccc1)N/N=C/c1ccco1

This is a subset; rates above refer to the full screens.
